Pf growth 96h = P. falciparum growth inhibition at 96 hours; AID 504834; Potency, µM (top dose mostly 28.7 µM), without a hit: at the highest dose activity change, negative = inhibition, most hits filed as inhibitors; P. falciparum luciferase reporter growth, 96 h; 320,000 tested, 6.9% active; further: potency means the concentration at half of the fitted maximal effect; on the % scale 0 is the no-effect control and ±100 the full control effect
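Compounds incubated with erythrocytes infected by luciferase-expressing P. falciparum (2% hematocrit, 0.05% parasitemia final) for 96 hours, 37 C in 5% CO2. Growth inhibition scored as decreased luciferase luminescence.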
Giardia FBPA inh = Giardia lamblia aldolase inhibition | A8B2U2 | purified Giardia FBPA | Potency, µM (titrated, usually from 59.6 µM), for inactives: at the top dose activity, negative = inhibition, usual class: inhibitors | 290,000 tested, 0.71% active; further: potency means the concentration at half of the fitted maximal effect; on the % scale 0 is the no-effect control and ±100 the full control effect; nearly all actives have a fitted effect of over 55% in size
Target sequence (A8B2U2 whole entry, looked up): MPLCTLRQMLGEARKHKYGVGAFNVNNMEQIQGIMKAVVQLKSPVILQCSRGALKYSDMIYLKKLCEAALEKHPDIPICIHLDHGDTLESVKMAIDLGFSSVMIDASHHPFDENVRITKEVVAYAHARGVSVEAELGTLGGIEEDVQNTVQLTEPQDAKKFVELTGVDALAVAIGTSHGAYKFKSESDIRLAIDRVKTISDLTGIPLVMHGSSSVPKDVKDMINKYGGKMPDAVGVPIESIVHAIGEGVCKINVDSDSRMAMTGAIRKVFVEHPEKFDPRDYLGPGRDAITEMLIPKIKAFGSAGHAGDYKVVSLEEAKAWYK
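Giardia FBPA (40 nM reagent) was preincubated 10 min at RT with compound (up to 57.5 uM final), then substrate plus GAPDH/TPI/NAD/arsenate coupling system with diaphorase/resazurin was added; resorufin fluorescence (525/598 nm) was read after 20 min.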
HCV inhibitor = inhibitors of hepatitis C virus infection; Huh7.5.1 HCVcc-Cre infection, luciferase reporter, 44 h; 340,000 tested, 3.4% active; Potency, µM (highest dose often 41.8 µM), for the others: top-dose activity change, negative = inhibition, actives largely listed as inhibitors; further: potency means the concentration at half of the fitted maximal effect; on the % scale 0 is the no-effect control and ±100 the full control effect
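HCVcc-Cre virus at an moi near 0.5 was added right after compound to cells cultured 4 h from seeding (1,000 cells/well). Luciferase activity was determined 44 h later, 15 min after substrate addition at RT.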
Pf growth 48h = inhibits P. falciparum growth in the first generation, 48 h. AID 504832. Potency, µM (series often up to 28.7 µM), without a hit: at the top dose activity change, negative = inhibition, most hits filed as inhibitors. P. falciparum luciferase growth in erythrocytes, 48 h. 310,000 tested, 5.9% active; further: potency means the concentration at half of the fitted maximal effect; on the % scale 0 is the no-effect control and ±100 the full control effect
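Read-out is firefly luciferase luminescence from an integrated reporter in P. falciparum, so falling signal marks reduced parasite growth. Infected erythrocytes were at 2% hematocrit and 0.1% parasitemia (final) in Albumax-supplemented RPMI 1640.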
Cycloheximide cs = counter-screen for Shiga toxin inhibitors: cycloheximide protein synthesis inhibition. max response, %. 300,000 tested, 12% active. cell reporter, cycloheximide protein synthesis inhibition counterscreen. AID 2314; in the data active means max response mostly above about 13%, no sharp cut-off; inactive means mostly below about 14%; further: read at 38.3 µM for the half of the compounds with a filed dose; 0% is about no effect
Shiga toxin inh = inhibitors of Shiga toxin in Vero cells; Vero cells, Shiga toxin protein synthesis inhibition reporter; inhibition, % at 38.7 µM; 290,000 tested, 9.2% active; AID 2315; in the data active means inhibition mostly above about 28%, no sharp cut-off; inactive means mostly below about 43%; further: 0% is about no effect
An asterisk follows results filed as active; ? = inconclusive; nt = no result given; & = joins results of further samples; [ ] = another dose, or the depositor's remark. Unless noted, the call rests on the fitted dose curve; in most records, active means well fitted curve in the direction sought with a large enough effect; inconclusive means small, poorly fitted or top-dose-only effect, or another doubt; inactive means no such curve, though single readings can be large; an effect the other way counts as inactive or inconclusive.

SMILES	Pf growth 96h	Giardia FBPA inh	HCV inhibitor	Pf growth 48h	Cycloheximide cs	Shiga toxin inh
Cc1cccc(C)c1NC(=O)Cn1c(=O)n(CCCC(=O)NC2CCN(Cc3ccccc3)CC2)c(=O)c2ccccc21	2%	2%	?	-85%	-2	-7
COc1ccc(CSCC(=O)N/N=C/c2ccc(OCC(=O)NCc3ccco3)cc2)cc1	-3%	4%	?	-21%	-2	7
O=c1ccc(S(=O)(=O)N2CCCC2)cn1Cc1ccc(F)cc1	-2%	nt	?	17%	nt	nt
COc1ccc(NC(=O)C2CCCN(C)C2)cc1OCC(C)C (stereo unspecified)	18%	-2%	-22%	-20%	0	-9
Clc1ncc(CN2CCN(Cc3ccccc3)CC2)s1	19%	0%	12%	14%	5	1
Cc1ccc(CNS(=O)(=O)c2ccc3oc(C(=O)O)c(C)c3c2)cc1	?	13%	0%	14%	1	-3
CCOC(=O)c1ccc(Nc2nc(C)nc3c2nnn3Cc2ccccc2)cc1	?	7%	?	?	-4	-7
CCC(C)NC(=O)C1CCN(CCCc2ccccc2)CC1 (stereo unspecified)	?	-27%	-8%	-25%	-5	-9
COc1ccc(-c2noc(CCC(=O)NCc3cc(Br)ccc3OC)n2)cc1	11%	9%	-10%	4%	-2	7
Cc1nc(C)c(C(=O)OCC(=O)NCc2ccccc2)s1	14%	nt	7%	3%	nt	nt
CCN(CC)CCCNC(=O)C1CCC(CNS(=O)(=O)c2ccc(Cl)cc2)CC1 (stereo unspecified)	-46%	-2%	11%	5%	2	-9
CC1(C)C(=O)OC(c2cccc([N+](=O)[O-])c2)C2(CCCCC2)C1=O (stereo unspecified)	16%	-1%	11%	?	5	3
COc1ccc(C(=O)N2CC(=O)N(CCc3ccccc3)C(=O)C2)cc1OC	0%	6%	3%	27%	-4	-9
O=C(N/N=C\C=C\c1ccc([N+](=O)[O-])o1)c1cccs1	?	-18%	?	?	33*	100*
CC1CC(=O)c2cnc(N3CCOCC3)nc2C1 (stereo unspecified)	-17%	2%	5%	nt	2	-17
CC(=O)Nc1c2c(nn1-c1ccc(Cl)cc1)CSC2	32%[activator]	9%	-2%	30%[activator]	-7	-9
COc1cccc(C2NC(=O)NC(O)(C(F)(F)F)C2C(=O)c2cccnc2)c1OC (stereo unspecified)	nt	1%	-22%	?	8	30
COc1ccc(OC(C)C(=O)NCc2cccnc2)cc1 (stereo unspecified)	?	7%	9%	-9%	-3	-7
COC(=O)c1nc(-c2ccccc2)n[nH]1	9%	-24%	15%	14%	3	26
O=C(O)c1cc(O)ccc1N=Nc1ccccc1	-2%	13%	-6%	-8%	1	22
Cn1nc([N+](=O)[O-])nc1Oc1ccccc1F	13µM*	-5%	29%	-1%	1	-6
CCCCn1nc(NC(=O)COC)c2cc3ccc(C)cc3nc21	19%	-3%	?	12%[0.00184 µM]	1	-5
COc1cc(C2NC(=O)NC(C)=C2C(=O)OCc2ccccc2)ccc1O (stereo unspecified)	?	-21%	4%	?	-2	-17
CCC(Oc1cc(Cl)ccc1Cl)C(=O)N1CCC2(CC1)OCCO2 (stereo unspecified)	13%	nt	-2%	91%[activator]	31*	64*
O=C(NC1CCCCC1)C(c1ccccc1)N1CCCC1 (stereo unspecified)	90%[activator]	6%	-11%	5%	1	-1
Cc1cc(C)cc(NC(=O)CN2CCC(NC(=O)c3ccccc3F)CC2)c1	39%[activator]	-1%	-9%	13%	-2	-3
Cc1ccccc1Nc1nc2nonc2nc1N1CCOCC1	-5%	4%	-13%	-9%	-2	-8
CCC1Sc2ccc(S(=O)(=O)CCC(=O)Nc3cc(C)ccn3)cc2NC1=O (stereo unspecified)	0%	nt	4%	-8%	-3	18
O=C(Nc1ccc(F)cc1)c1cccc(N2C(=O)c3ccccc3C2=O)c1	-1%	nt	-4%	12%	3	-2
O=[N+]([O-])c1ccc(N2CCN(S(=O)(=O)c3ccc4ccccc4c3)CC2)cc1NCc1ccco1	?	-1%	-3%	-17%	12	-1
C=CCNC(=S)/C(=C(/[O-])c1ccc([N+](=O)[O-])cc1)[n+]1ccccc1	-3%	?	11%	130%[activator]	-5	-10
Cc1ccccc1NC(=O)NCCCCc1ccccc1	-91%	2%	?	?	3	39*
Cc1nc(NCCN)c(C#N)c2c1COC(C)(C)C2	-23%	-1%	9%	-9%	-1	6
CCN1CCCC1CNC(=O)CSc1cc(=O)n(C)c2cc(Cl)ccc12 (stereo unspecified)	22%	-14%	?	30%	-5	-18
O=C(N[C@@H](Cc1ccccc1)C(=O)OCc1ccccc1)c1nc[nH]c1C(=O)N[C@@H](Cc1ccccc1)C(=O)OCc1ccccc1	-2%	-17%	-1%	25%	-1	-7
O=C(O)CCCCCN1C(=O)C(O)=C(C(=O)/C=C/c2ccccc2)C1c1ccc2c(c1)OCO2 (stereo unspecified)	-16%	18%	11%	11%	-3	-1
CC(=O)c1ccc(Nc2nc(NCCO)nc(OC(C(F)(F)F)C(F)(F)F)n2)cc1	-98%	2%	?	-19%	-3	-5
Cc1cc(C(=O)OCC(=O)c2cccs2)ccc1[N+](=O)[O-]	5%	nt	-10%	34%[activator]	nt	nt
COc1ccc2nc(NC(=O)CSCC(=O)Nc3cc(C)on3)sc2c1	52%[activator]	nt	?	57%[activator]	nt	nt
COc1ccc(C(=O)O)cc1S(=O)(=O)N(C)CCc1cccnc1	6%	-1%	-1%	12%	-2	-9
NC(=S)NNc1ccc(Cl)c(Cl)c1	-12%	13µM*	-10%	51%[activator]	-3	6
COc1ccc(Cc2nnc(NC(=O)c3ccco3)s2)cc1OC	17%	11%	-7%	0%	-2	-5
CCCCOC(=O)CSC(=S)N(C)Cc1cccs1	56%[activator]	-3%	9%	-1%	9	64
COc1ccc(/[N+]([O-])=C/c2ccco2)cc1	163%[activator]	nt	?	144%[activator]	nt	nt
COc1ccccc1/C=C/C(=O)Nc1cccnc1	?	12%	-5%	39%[activator]	37*	156*
CCC(=O)Nc1ccc(NC(=O)c2oc3ccccc3c2C)cc1	?	3%	-17%	88%[activator]	10*	24
CC1CN(C(=O)Nc2ccc(F)cc2F)CC(C)O1 (stereo unspecified)	2%	-3%	12%	22%	-1	-8
COc1ccc(-n2c(SCC(=O)Nc3sc4c(c3C#N)CCCC4)nnc2-c2ccc(O)cc2)cc1	nt	-6%	1%	-28%	6	7

Some values from the results shown.
`CCC(=O)Nc1ccc(NC(=O)c2oc3ccccc3c2C)cc1` – Giardia FBPA inh = 3%
`COc1ccccc1/C=C/C(=O)Nc1cccnc1` – HCV inhibitor = -5%
`COc1ccc2nc(NC(=O)CSCC(=O)Nc3cc(C)on3)sc2c1` – Pf growth 48h = 57%[activator]
`CC1CN(C(=O)Nc2ccc(F)cc2F)CC(C)O1` (stereo unspecified) – Pf growth 48h = 22%
`COc1ccc(Cc2nnc(NC(=O)c3ccco3)s2)cc1OC` – Giardia FBPA inh = 11%
`NC(=S)NNc1ccc(Cl)c(Cl)c1` – Cycloheximide cs = -3

The list continues:
SMILES	Pf growth 96h	Giardia FBPA inh	HCV inhibitor	Pf growth 48h	Cycloheximide cs	Shiga toxin inh
COc1ccc(C(=O)Nc2ccc(N3CCCCCC3)cc2)cc1S(=O)(=O)N1CCOCC1	?	nt	8.9µM*	12µM*	nt	nt
CCC(=O)OCCn1c(Br)nc2c1c(=O)[nH]c(=O)n2C	?	1%	16%	1%	-1	-14
CCC(CO)Nc1nc2ccc(Cl)cc2c2ccccc12 (stereo unspecified)	?	-3%	4µM*	-48%	-2	-8
O=C(C[C@H]1C(=O)N(Cc2ccccc2)C[C@@H]1Cc1ccccc1)Nc1ccccc1	13µM*	-1%	-20%	0%	8	-2
Cc1[nH]c(-c2ccc(F)cc2)cc1C(=O)N1CCN(c2ccc(Cl)cc2)CC1	-2%	-5%	?	?	-2	-3
N#Cc1ccc(OCC(=O)N2CCCC2=O)cc1	6%	nt	3%	?	nt	nt
Cc1ccc(S(=O)(=O)CCC(=O)OCC(=O)NCCc2ccc(F)cc2)cc1	40%[activator]	nt	28%	5%	nt	nt
COC(=O)c1cc(COc2cc(C)cc3oc(=O)c4c(c23)CCC4)c(C)o1	-10%[5.75 µM]	0%	nt	24%	-1	9
Cc1ccccc1-n1c(SCC(=O)c2c(N)n(C3CC3)c(=O)[nH]c2=O)nnc1N1CCOCC1	13µM*	nt	4%	?	nt	nt
COCCNc1ccc(S(=O)(=O)N2CCCC2)cc1[N+](=O)[O-]	-30%	2%	6%	-18%	-2	-5
Cc1c(C(=O)N2CC(C)OC(C)C2)sc2nc(-c3ccc(F)cc3)cn12 (stereo unspecified)	-8%	-5%	?	-15%	9	35
O=C(Cn1c(=O)n(Cc2ccccc2)c(=O)c2cc(Cl)ccc21)NCC1CCCO1 (stereo unspecified)	67%[activator]	-4%	?	?	-2	-9
Cc1ccc(OCCCCNC2CCCCC2)c(C)c1	0%	?	13µM*	?	7	-4
CCN(Cc1cccc(F)c1)C(=O)c1ccc2ccccc2n1	6%	-7%	5%	18%	40*	62
COc1cc(/C=C(\NC(C)=O)C(=O)Nc2ccccc2C)ccc1OC(C)=O	?	5%	22%	-9%	-3	-9
O=C(CSc1nc2ccccc2c(=O)n1NC(=O)Cc1ccccc1)NCc1ccccc1Cl	0%	4%	-4%	-3%	0	-7
CCc1cccc(CC)c1NC(=O)NC1CCCCC1	75%[activator]	9%	8%	2%	-2	6
CC(=O)Oc1ccc(/C=C/c2nc3ccccc3c(=O)o2)cc1	12µM*	-4%	31%[activator]	168%[activator]	-2	-33
CCn1c2ccccc2c2cc(NC(=O)CSc3nnc(-c4ccccc4OC)n3N)ccc21	-9%	6%	?	?	-2	-5
C=CCn1c(O)c(C(C)=NC2CCN(Cc3ccccc3)CC2)c(=O)[nH]c1=O	-14%	8%	12%	0%	-3	-8
CCn1cc(CN2CCCC(C(=O)Nc3cccc(-c4cc5ccccc5[nH]4)c3)C2)c(C)n1 (stereo unspecified)	0%	8%	?	?	0	-7
CCCN1CCC(NC(=O)Cc2cccc(C)c2)CC1	?	-3%	9%	5%	-3	-9
COc1ccc(CNc2oc(COc3ccccc3Cl)nc2C#N)cc1	1.5µM*	-5%	?	nt	0	16
CC1(C)CC(NC(=S)Nc2ccc(S(N)(=O)=O)cc2)CC(C)(C)N1	0%	8.9µM*	11%	-20%	-8	-12
COc1ccc(CCNC(=O)C(C)Sc2ccccc2)cc1OC (stereo unspecified)	79%[activator]	8%	-3%	-2%	-2	-3
CC(C)(C)NC(=O)[C@H]1CC[C@H]2[C@@H]3CC[C@H]4NC(=O)C=C[C@]4(C)[C@H]3CC[C@]12C	nt	1%&9%	5%	nt	-4	-3
O=C(CN1C(=O)c2cccc3cccc(c23)C1=O)NCCN1CCOCC1	?	1%	18%	13%	-1	17
Cc1ccccc1Nc1nc(N)nc(CN(C)Cc2ccccc2Cl)n1	?	6%	-18%	-2%	31*	18
CCCN1CC=C2C(C#N)=C(N)C(C#N)(C#N)C(c3cccc(OC)c3OC)C2C1 (stereo unspecified)	nt	?	?	?	13	-3
Cc1cc(NC(=O)C(C)Oc2ccccc2)no1 (stereo unspecified)	-5%	7%	-17%	0%	3	1

Grouped by structure, the entries above containing two or more sulfur atoms (five)
SMILES	Pf growth 96h	Giardia FBPA inh	HCV inhibitor	Pf growth 48h	Cycloheximide cs	Shiga toxin inh
CCC1Sc2ccc(S(=O)(=O)CCC(=O)Nc3cc(C)ccn3)cc2NC1=O (stereo unspecified)	0%	nt	4%	-8%	-3	18
COc1ccc2nc(NC(=O)CSCC(=O)Nc3cc(C)on3)sc2c1	52%[activator]	nt	?	57%[activator]	nt	nt
CCCCOC(=O)CSC(=S)N(C)Cc1cccs1	56%[activator]	-3%	9%	-1%	9	64
COc1ccc(-n2c(SCC(=O)Nc3sc4c(c3C#N)CCCC4)nnc2-c2ccc(O)cc2)cc1	nt	-6%	1%	-28%	6	7
CC1(C)CC(NC(=S)Nc2ccc(S(N)(=O)=O)cc2)CC(C)(C)N1	0%	8.9µM*	11%	-20%	-8	-12

Compound activity (PubChem)
